JMJD2A Tudor inh: blocks the human JMJD2A Tudor domain; O75164; 390,000 compounds, 4.4% hits; AlphaScreen JMJD2A-Tudor / H3K4me3 peptide binding; Potency, µM (highest dose often 114 µM), without a hit: at the highest dose activity change, negative = inhibition, usual class: inhibitors; further: on the % scale 0 is the no-effect control and ±100 the full control effect; nearly all actives have a fitted effect of over 50% in size
PGK inhibitor: T. brucei PGK inhibition | P07378 | PGK/GAPDH coupled, Kinase-Glo luminescence, 60 min | Potency, µM (top dose mostly 57.5 µM), without a hit: at the top dose activity change, negative = inhibition, actives largely listed as inhibitors | 380,000 compounds, 0.043% hits | AID 602233; further: on the % scale 0 is the no-effect control and ±100 the full control effect; nearly all actives have a fitted effect of over 60% in size
Target sequence (P07378 whole entry, looked up): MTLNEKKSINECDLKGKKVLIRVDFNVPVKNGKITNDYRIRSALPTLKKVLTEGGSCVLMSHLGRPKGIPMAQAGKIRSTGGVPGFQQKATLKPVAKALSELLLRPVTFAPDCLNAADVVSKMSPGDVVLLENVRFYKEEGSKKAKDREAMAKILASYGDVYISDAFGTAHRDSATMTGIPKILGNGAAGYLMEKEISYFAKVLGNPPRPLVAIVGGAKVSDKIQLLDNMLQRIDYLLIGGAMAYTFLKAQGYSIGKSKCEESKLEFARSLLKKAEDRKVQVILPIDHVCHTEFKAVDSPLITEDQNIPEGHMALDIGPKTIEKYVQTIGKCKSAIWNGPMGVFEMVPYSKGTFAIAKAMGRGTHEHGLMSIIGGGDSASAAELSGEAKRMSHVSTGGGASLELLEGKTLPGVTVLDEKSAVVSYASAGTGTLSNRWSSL
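Luminescent ATP detection (Kinase-Glo Plus) follows a 60-minute room-temperature incubation, with wells lacking PGK as controls. Buffer: 100 mM TEA (pH 7.6), 5 mM MgCl2, 0.01% Tween-20. Coupling enzyme GAPDH (100 nM final) supplies unstable 1,3-BPG in-well.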
rTrxR1 inhibitor: rat TrxR1 inhibition; O89049; recombinant rTrxR1, NADPH fluorescence consumption, selenite substrate; Potency, µM (series often up to 114 µM), without a hit: at the top dose activity change, negative = inhibition, usual class: inhibitors; 390,000 compounds, 1% hits; AID 588453; further: on the % scale 0 is the no-effect control and ±100 the full control effect; nearly all actives have a fitted effect of over 65% in size
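Rat TrxR1 (90 nM in the dispensed reagent) was pre-reduced with 400 uM NADPH for 5 min at room temperature, then incubated with compound for 15 min. After 400 uM selenite was added, NADPH fluorescence (Ex 340/Em 450 nm) was followed for 8 min.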
HP1b binding inh: HP1-beta chromodomain-methylated histone interaction inhibition; Potency, µM (highest dose often 114 µM), inactives show at the highest dose activity change, negative = inhibition, most hits filed as inhibitors; AID 540317; P83916; AlphaScreen HP1-beta / biotin-H3K9me3 peptide binding; 390,000 compounds, 0.56% hits; further: nearly all actives have a fitted effect of over 70% in size; inactives centre near 23
Target sequence (P83916 whole entry, looked up): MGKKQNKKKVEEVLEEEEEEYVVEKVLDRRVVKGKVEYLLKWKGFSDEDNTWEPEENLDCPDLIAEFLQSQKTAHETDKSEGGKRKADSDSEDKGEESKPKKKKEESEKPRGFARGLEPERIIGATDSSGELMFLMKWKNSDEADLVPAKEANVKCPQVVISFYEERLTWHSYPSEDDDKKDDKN
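HP1-beta protein (50 nM final) preincubated 30 min at room temperature with biotinylated H3(1-18)K9me3 peptide (50 nM) in PBS pH 7.4, 0.01% Tween-20, then compound added for 30 min. AlphaScreen streptavidin donor/nickel chelate acceptor beads (10 ug/mL final), 30 min dark, luminescence read.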
RGS4 inh: human RGS4 inhibition | Transcreener GDP fluorescence polarization, RGS4-accelerated GTP hydrolysis | Potency, µM (series often up to 114 µM), for inactives: top-dose activity change, negative = inhibition, actives largely listed as inhibitors | AID 504845 | P49798 | 390,000 compounds, 0.039% hits; further: on the % scale 0 is the no-effect control and ±100 the full control effect; nearly all actives have a fitted effect of over 75% in size; some results filed as inactive show a strong effect at the top dose
Target sequence (P49798 whole entry, looked up): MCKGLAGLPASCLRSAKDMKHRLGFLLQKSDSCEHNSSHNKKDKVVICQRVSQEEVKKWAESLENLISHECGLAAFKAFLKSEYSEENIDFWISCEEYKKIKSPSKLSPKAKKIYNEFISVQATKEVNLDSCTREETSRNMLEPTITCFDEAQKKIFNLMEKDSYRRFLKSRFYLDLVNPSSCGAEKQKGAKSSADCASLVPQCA
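MLSMR compounds (23 nl, pin-transferred) preincubated 10 min at room temperature with a 500nM (2x) first reagent, then RGS4 at 900nM (2x) plus Transcreener GDP mix added; fluorescence polarization (620/688 nm) read before and after 90 min at 30 °C.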
GLS inh: blocks human kidney-isoform glutaminase activity; GLS enzymatic activity, qHTS titration; Potency, µM (series often up to 45.5 µM), without a hit: top-dose activity change, negative = inhibition, actives largely listed as inhibitors; 410,000 compounds, 0.21% hits; AID 624170; further: on the % scale 0 is the no-effect control and ±100 the full control effect
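Two-point fluorescence kinetic (t0, 30 min RT) for hKGA; glutamate detected via glutamate oxidase–HRP–Amplex Red. Substrate: 1 mM L-glutamine solution; buffer 45 mM KH2PO4, pH 8.2.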
ERG-DNA inh: ERG Ets/DNA interaction inhibition | P11308 | fluorescence polarization, His-ERG Ets domain / labelled DNA | Potency, µM (series often up to 76.9 µM), inactives show top-dose FP activity, negative = inhibition, actives largely listed as inhibitors | 370,000 compounds, 0.028% hits | AID 624246; active means well fitted inhibition curve with a large enough effect in the polarisation, with a control signal flat; inconclusive means small, poorly fitted or top-dose-only effect, or effect the other way, or a change in a side signal; inactive means no such curve, though single readings can be large or run the other way; the % refers to the polarisation;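 further: polarization taken with two DNA probes labelled with fluorescein and Texas red; % of control where 0% means no effect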
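His-tagged ERG Ets domain (1 uM in the protein solution; 300mM KCl, 50mM Tris-HCl, 1mM EDTA, 1mM DTT, pH 7.5) received compound, then a probe mix of 5 nM fluorescein-DNA and 100nM Texas-615-DNA. Fluorescence polarization was read for both dyes.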
12-LOX inh: inhibitors of human 12S-lipoxygenase ALOX12. 580,000 compounds, 1.1% hits. purified 12hLO, xylenol orange hydroperoxide absorbance. Potency, µM (doses to about 108 µM), for the others: top-dose activity change, negative = inhibition, hits mostly inhibitors. AID 1671190; further: on the % scale 0 is the no-effect control and ±100 the full control effect
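Purified human 12hLO (150 nM final) in 25 mM Hepes, 0.01% Triton X-100, pH 7.0 was preincubated 15 min at room temperature with compound. Then 40 uM arachidonic acid was added, 30 min. Hydroperoxide was read by Fe-XO absorbance ratio 573/405 nm.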
Pin1 inh: human Pin1 inhibition | 390,000 compounds, 0.009% hits | Q13526 | Potency, µM (series often up to 115 µM), without a hit: at the top dose activity, negative = inhibition, actives largely listed as inhibitors | AID 504891 | Pin1 FP peptide displacement, HiFluor488, 10 min; active means well fitted inhibition curve with a large enough effect in the polarisation, with a control signal flat, not every such curve was filed as active; inconclusive means small, poorly fitted or top-dose-only effect, or effect the other way, or a change in a side signal; inactive means no such curve, though single readings can be large or run the other way; the % refers to the polarisation; further: on the % scale 0 is the no-effect control and ±100 the full control effect
Target sequence (Q13526 whole entry, looked up): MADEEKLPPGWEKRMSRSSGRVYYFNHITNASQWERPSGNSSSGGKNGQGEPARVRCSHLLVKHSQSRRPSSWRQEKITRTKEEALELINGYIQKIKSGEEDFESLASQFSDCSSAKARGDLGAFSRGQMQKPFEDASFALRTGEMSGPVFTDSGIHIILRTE
* marks the source's active call; other numbers are inactive results; i = inactive; ? = inconclusive; nt = not tested or not shown; & = joins results of further samples; [ ] = dose if it differs, or a comment. Unless noted, the call rests on the fitted dose curve; in most records, active means well fitted curve in the direction sought with a large enough effect; inconclusive means small, poorly fitted or top-dose-only effect, or another doubt; inactive means no such curve, though single readings can be large; an effect the other way counts as inactive or inconclusive. Potency means the concentration at half of the fitted maximal effect. An excerpt; rates above refer to the full screens.

No. | JMJD2A Tudor inh | PGK inhibitor | rTrxR1 inhibitor | HP1b binding inh | RGS4 inh | GLS inh | ERG-DNA inh | 12-LOX inh | Pin1 inh | Compound
1 | -31% | 3% | 9%[57.1 µM] | 7% | -4% | 1% | 2% | -21% | 1% | CCOC(=O)c1c(C)[nH]c(C)c1S(=O)(=O)N1CCC(C(=O)Nc2cc(Cl)ccc2OC)CC1
2 | -3% | -1% | -10% | 31% | 17% | -10% | 0% | 189%[activator] | 1% | Cc1ccc(C(=O)Nc2ccn(C)n2)cc1
3 | -21% | -7% | 5%[57.1 µM] | 28% | -53% | -2% | 14% | -2% | -8% | CC(=O)c1ccc(NC(=O)c2ccc(C)c(S(=O)(=O)N3CCOCC3)c2)cc1
4 | 34% | -8% | 21%[57.1 µM] | 53%[activator] | -11% | 0% | -12% | ? | 6% | Cc1onc(-c2c(Cl)cccc2Cl)c1CO/N=C(\C#N)c1c(Cl)cccc1Cl
5 | 15% | -1% | -22% | 69%[activator] | -8% | -13% | -9% | 19% | 4% | COC(=O)/C=c1/sc2n(c1=O)CCN=2
6 | -14% | 9% | 29%[57.1 µM] | 4% | 7% | 2% | 0% | -15% | 4% | COc1ccc(CN(CC(=O)NC2CCCC2)C(=O)CCC(=O)Nc2nccs2)cc1
7 | -17% | 1% | -2%[57.1 µM] | 32% | 2% | 5% | 1% | -8% | -1% | CCOC(=O)CSc1nc2ccsc2c(=O)[nH]1
8 | -25% | -9% | 35%[57.1 µM] | 51%[activator] | 36% | 17% | 9% | 14% | -1% | COc1ccc2nc3oc(C(=O)N4CCCCC4)cc3cc2c1
9 | 50µM* | 3% | 30% | -15% | 5% | 8% | 13% | 40% | ? | Fc1ccc(Nc2nc(NCc3ccco3)c3ccccc3n2)cc1
10 | -29% | 8% | 18% | 13% | -14% | 13% | -11% | ? | 27% | CC1CCc2c(sc(NC(=O)CSc3nc(N)cc(=O)[nH]3)c2C(N)=O)C1 (stereo unspecified)
11 | -23% | -11% | 12% | 8% | 2% | -6% | -3% | -14% | -7% | Cc1ccc(-n2nc(CO)c(C(=O)NCCc3ccccc3)n2)cc1
12 | 49%[activator] | -1% | -7% | 117%[activator] | 8% | -7% | 1% | 52%[activator] | -8% | C=C(C)Cc1c(C)c(C#N)c2nc3ccccc3n2c1N1CCCCC1
13 | -10% | 1% | 18% | 40%[activator] | 64%[activator] | -7% | -10% | -1% | 0% | CC(=O)c1cc(CN2CCN(CC=C(C)C)C(CCO)C2)cs1 (stereo unspecified)
14 | -6% | -5% | -31% | -8% | -15% | -2% | -3% | ? | 1% | Cn1ncc(=S)[nH]c1=S
15 | 29% | -6% | 149%[activator][57.1 µM] | 93% | 7% | 3% | -8% | 9% | -5% | CCOC(=O)c1cn2nc(-c3ccc(OC)cc3)cc2nc1C1CCN(C(=O)OC(C)(C)C)CC1
16 | 25µM* | -3% | 25%[57.1 µM] | ? | 2% | 8% | -2% | ? | -2% | Cc1cccc(N=N/C(=C\O)C(=O)c2cccs2)c1
17 | -1% | -2% | 11% | 11% | 19% | 4% | 0% | -1% | 0% | Cc1ccc(C(=O)Nc2ccncc2)cc1S(=O)(=O)N1CCOCC1
18 | -15% | -2% | 8% | 30% | -8% | 13% | -15% | 34%[activator] | -10% | C=CCn1c(SCC(=O)Nc2cc(C)on2)nnc1-c1ccccc1OC
19 | -7% | -9% | 8% | 23% | 8% | 2% | -5% | -3% | 0% | COCCn1c(SCC(=O)NCCCN2CCCC2=O)nc2ccccc2c1=O
20 | -9% | 6% | 2% | 20%[57 µM] | -12% | 0% | 2% | -15% | ? | COc1ccc(Cl)cc1S(=O)(=O)NC(C)C(=O)NCCN1CCOCC1 (stereo unspecified)
21 | -3%&-2% | i | 2%[57.1 µM] | 29%&61% | -1%&14% | 14%&18% | -14%&0% | 2%&0% | 2%&-2% | Cc1cccc(N2CCN(C(=O)Cn3nc(C)n4cccc4c3=O)CC2C)c1 (stereo unspecified)
22 | -17% | 6% | 16% | 42%[activator] | 6% | 0% | 4% | ? | 2% | C[C@H]1CN=C(Nc2ccccc2)N1CCc1ccccc1
23 | -3% | i | -5% | 22% | -7% | -16% | 0% | ? | -1% | CN(Cc1nc(-c2ccccc2)no1)C(=O)c1ccc2c(c1)OCO2
24 | 0%[57.1 µM] | -8% | 14%[57.1 µM] | 0% | -25% | -11% | -3% | -1% | 0% | COC(=O)N/N=C/C1=CCC2CC1C2(C)C (stereo unspecified)
25 | ? | -10% | 18%[57.1 µM] | 3% | ? | -3% | 8% | 0% | -4% | COc1cccc(CNC(=O)CCNS(=O)(=O)c2ccc(Br)s2)c1
26 | 3% | -10% | -6% | 13% | -36% | -7% | 9% | 6% | 5% | CCOc1cc(/C=N/NC(=O)Cc2ccc(C(F)(F)F)cc2[N+](=O)[O-])ccc1O
27 | -17% | -11% | 6% | 15% | -5% | 3% | 13% | -22% | 7% | CC(C)Cc1ccc(C(C)C(=O)Nc2ccc(O)cc2)cc1 (stereo unspecified)
28 | -22% | -1% | 1%[57.1 µM] | 3% | -9% | 2% | -4% | ? | -1% | CCn1c(CC(=O)Nc2ccccc2F)nnc1SCC(=O)Nc1nncs1
29 | -5% | 6% | 14%[57.1 µM] | 45%[activator] | -33% | 12% | -3% | -5% | 5% | Cc1onc(-c2ccccc2)c1C(=O)OCC(=O)NCc1ccc(F)cc1
30 | -13% | -4% | -9%[57.1 µM] | 14% | 7% | 2% | 5% | -3% | -6% | Cc1noc(C)c1COc1ccccc1C(=O)NCCc1ccc(F)cc1
31 | 0% | -1% | 23%[57.1 µM] | 13%[57 µM] | 7% | 2% | 1% | -14% | -1% | CCOC(=O)CCN(c1ccccc1)S(=O)(=O)c1ccc2[nH]c(=O)ccc2c1
32 | -18%[11.4 µM] | -10% | 9% | 27% | 6%[11.4 µM] | -5% | 0% | 0% | 50%[activator] | Cc1onc(-c2ccccc2)c1C(=O)Nc1nc(-c2ccc(F)c(F)c2)cs1
33 | -12% | i | 16% | 39%[activator] | -13% | 0% | -3% | ? | ? | O=C(O)C1=C[C@H](c2ccc3c(c2)OCO3)C[C@H](OCCCCO)O1
34 | -24% | -7% | -18% | 20% | -3% | 8% | -6% | 11% | 3% | Cc1ccc(-c2cccc(CN3CCN(C(C)C)C(CCO)C3)c2)o1 (stereo unspecified)
35 | -20% | i | 23%[57.1 µM] | -15% | -47% | -8% | 5% | ? | 2% | O=C(Oc1ccc(Br)cc1C(=S)N1CCOCC1)c1ccccc1
36 | ? | i | 23%[57.1 µM] | -6% | 0% | -10% | -5% | -22% | -1% | Cc1cc(C(=O)N/N=C/C=C/c2ccccc2[N+](=O)[O-])c(C)o1
37 | -34% | i | 2%[57.1 µM] | -44% | -35% | 12% | 4% | -18% | ? | CCN1C(=S)SC(=O)C1=C1C=C(C)N(Cc2ccco2)C(C)=C1
38 | 6% | -3% | 8% | 50%[activator] | 8% | 34%[activator] | 5% | ? | -1% | Cc1cccc(S(=O)(=O)Nc2nc3ccccc3nc2Nc2cccc(C(=O)O)c2)c1
39 | 10% | -9% | -16% | 56%[activator] | -6% | -13% | -5% | -6% | -6% | COc1ccc2oc(C(=O)N3CCCc4ccccc43)c(C)c2c1
40 | -12% | -1% | 0% | 12% | 3% | -5% | -12% | 0% | -6% | CC(C)S(=O)(=O)C/C(N)=N/OS(=O)(=O)c1ccc(Cl)cc1
41 | -17% | i | 8% | 24% | 10% | 8% | -4% | 0% | -2% | COc1ccc(C2CCCN2C(=S)Nc2cccc(C)c2C)cc1OC (stereo unspecified)
42 | 4% | -5% | -13% | 32% | -11% | -12% | -3% | 185%[activator] | 0% | CC(C)(C)NC(=S)N1CCC(C(=O)c2ccc(F)cc2)CC1
43 | -8% | 9% | 22% | 25% | -7% | 3% | 11% | ? | -1% | CC(=O)c1c(C)n(-c2ccc(Br)cc2)c2ccc(O)cc12
44 | -18% | -10% | -14% | 24% | -20% | 7% | 6% | 0% | -6% | COc1cccc(C(=O)N2CCN(c3ncccn3)CC2)c1
45 | 2% | 10% | 26% | 41% | -1% | 3% | -11% | 9% | 7% | C=CCNC(=O)c1ccccc1NC(=O)C1COc2ccccc2O1 (stereo unspecified)
46 | -31% | -1% | 13% | 10% | -1% | -1% | 12% | -20% | -3% | CCCC(C(=O)Nc1ccc(S(=O)(=O)N2CCCC2)cc1)c1ccccc1 (stereo unspecified)
47 | -15% | i | 30%[activator] | 13% | 43%[11.4 µM] | 5% | 19% | 0% | 5% | CS(=O)(=O)c1cccc(C(=O)Nc2ccc(-c3nc4ccccc4[nH]3)cc2)c1
48 | -1% | 4% | -25% | 64%[activator] | -1% | 18% | nt | -5% | 1% | CCN1C(=O)CC(SC2CC(=O)N(CC)C2=O)C1=O (stereo unspecified)
49 | -12% | i | 0% | 30% | -1% | 0% | 1% | 3% | 2% | CCc1ccc(NC(=O)c2ccccc2SC)cc1

Shown with one line to a screen: 2 of the compounds above.
(19) COCCn1c(SCC(=O)NCCCN2CCCC2=O)nc2ccccc2c1=O
(1) CCOC(=O)c1c(C)[nH]c(C)c1S(=O)(=O)N1CCC(C(=O)Nc2cc(Cl)ccc2OC)CC1
Assay by compound	19	1
JMJD2A Tudor inh	-7%	-31%
PGK inhibitor	-9%	3%
rTrxR1 inhibitor	8%	9%[57.1 µM]
HP1b binding inh	23%	7%
RGS4 inh	8%	-4%
GLS inh	2%	1%
ERG-DNA inh	-5%	2%
12-LOX inh	-3%	-21%
Pin1 inh	0%	1%

Assay outcomes as filed in PubChem.
